Compound activity: PubChem, National Center for Advancing Translational Sciences (NCATS)
RXFP1 ag: agonists of human relaxin receptor RXFP1. Q9HBX9. HEK293T-RXFP1 cAMP TR-FRET, 30 min; response scale: percent of porcine relaxin response, buffer zero. Potency, µM (series often up to 57.5 µM), for inactives: at the highest dose activation, usual class: activators. hit rate 0.3% among 370,000; further: potency means the concentration at half of the fitted maximal effect; on the % scale 0 is the no-effect control and ±100 the full control effect; nearly all actives have a fitted effect of over 60% in size; many of its hits are not listed in these tables
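HEK293T cells stably expressing RXFP1 were pretreated with the PDE4 inhibitor Ro 20174, exposed to compounds for 30 min at 37C, lysed, and cAMP was read by TR-FRET. Data normalized to buffer (basal) and 29 nM porcine relaxin (100%).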
Vif-A3F inh: Vif-A3F binding inhibition | HeLa A3F-eYFP + Vif (tagged APOBEC3F with the HIV-1 protein that degrades it), YFP fluorescence increase | Potency, µM (top dose mostly 46.1 µM), for inactives: at the top dose activity, negative = active | hit rate 0.2% among 390,000 | AID 602313; further: potency means the concentration at half of the fitted maximal effect; % of control where 0% means no effect; nearly all actives have a fitted effect of over 65% in size
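HeLa cells stably expressing Vif plus C-terminally eYFP-tagged A3F were seeded, incubated overnight at 37 deg C, dosed with compound, incubated overnight again at 37 deg C. Yellow fluorescence (Ex 488/Em 500-530) reported blocked Vif-mediated A3F-eYFP degradation.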
mIDH1 inhibitor: human IDH1 R132H inhibition | IDH1-R132H enzyme, NADPH consumption, diaphorase/resazurin fluorescence | Potency, µM (highest dose often 76.6 µM), without a hit: at the top dose activity change, negative = inhibition, hits mostly inhibitors | hit rate 0.093% among 390,000; further: potency means the concentration at half of the fitted maximal effect; on the % scale 0 is the no-effect control and ±100 the full control effect; nearly all actives have a fitted effect of over 65% in size
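IDH1-R132H (0.5 ug/mL dispensed) in pH 7.5 Tris buffer was preincubated 30 min with compound, then given a substrate mix of 0.016 mM NADPH and 2 mM alpha-KG for 80 min at room temperature; remaining NADPH was read by diaphorase/resazurin fluorescence.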
TrxR1 substrate: is turned over as a substrate by rat TrxR1; O89049; purified TrxR1 substrate turnover, NADPH consumption readout; Potency, µM (highest dose often 114 µM), without a hit: top-dose activity change, negative = substrate turnover; hit rate 0.01% among 390,000; further: potency means the concentration at half of the fitted maximal effect; on the % scale 0 is the no-effect control and ±100 the full control effect; nearly all actives have a fitted effect of over 50% in size
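Rat TrxR1, dispensed at 90 nM, was prereduced with 400 uM NADPH (final) for 5 min at ~22 deg C, then incubated with compound 15 min before 400 uM selenite. A first-read NADPH fluorescence drop versus no-compound background flagged substrates.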
LDHA inh: blocks human lactate dehydrogenase A. P00338. purified LDHA, NADH/diaphorase-resazurin fluorescence; active compounds read low. activity change, % (values are at about 110 or 230 µM). hit rate 0.15% among 480,000; in the data active means activity change below about -30%; inconclusive means mostly about -25% to -30%;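 further: plate controls were DMSO wells for no effect and wells without enzyme for full effect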
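Human LDH5 at 2 nM final in Tris HCl pH 7.4 with 0.06 mM NADH and 0.2 mM pyruvate, reacted 5 minutes at room temperature. Remaining NADH coupled via diaphorase/resazurin; resorufin fluorescence read at 0 and 20 minutes, normalized to enzyme-free and DMSO wells.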
Vif-APOBEC3G blk: Vif-A3G binding inhibition. hit rate 0.076% among 410,000. HeLa A3G-eYFP + Vif (tagged APOBEC3G with the HIV-1 protein that degrades it), YFP fluorescence, overnight. Q9HC16. Potency, µM (doses to about 46.1 µM), for the others: at the top dose activity, negative = active, hits mostly inhibitors;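 further: potency means the concentration at half of the fitted maximal effect; on the % scale 0 is the no-effect control and ±100 the full control effect; nearly all actives have a fitted effect of over 60% in size; hits raise eYFP signal because A3G escapes Vif-driven loss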
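Read-out is eYFP fluorescence (Ex 488/Em 500-530) from Vif-expressing HeLa A3G-eYFP cells; more signal means A3G escaped Vif-mediated degradation. Cells plated overnight, compound pinned in, incubated overnight at 37 deg C.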
USP1-UAF1 inh: inhibitors of human USP1/UAF1 deubiquitinase. Potency, µM (top dose mostly 57.1 µM), inactives show at the top dose activity change, negative = inhibition, most hits filed as inhibitors. hit rate 0.23% among 390,000. AID 743255. recombinant USP1/UAF1, Ub-Rhodamine cleavage fluorescence; further: potency means the concentration at half of the fitted maximal effect; on the % scale 0 is the no-effect control and ±100 the full control effect; nearly all actives have a fitted effect of over 60% in size; inactives centre near -12
Target sequence (O94782 whole entry, looked up): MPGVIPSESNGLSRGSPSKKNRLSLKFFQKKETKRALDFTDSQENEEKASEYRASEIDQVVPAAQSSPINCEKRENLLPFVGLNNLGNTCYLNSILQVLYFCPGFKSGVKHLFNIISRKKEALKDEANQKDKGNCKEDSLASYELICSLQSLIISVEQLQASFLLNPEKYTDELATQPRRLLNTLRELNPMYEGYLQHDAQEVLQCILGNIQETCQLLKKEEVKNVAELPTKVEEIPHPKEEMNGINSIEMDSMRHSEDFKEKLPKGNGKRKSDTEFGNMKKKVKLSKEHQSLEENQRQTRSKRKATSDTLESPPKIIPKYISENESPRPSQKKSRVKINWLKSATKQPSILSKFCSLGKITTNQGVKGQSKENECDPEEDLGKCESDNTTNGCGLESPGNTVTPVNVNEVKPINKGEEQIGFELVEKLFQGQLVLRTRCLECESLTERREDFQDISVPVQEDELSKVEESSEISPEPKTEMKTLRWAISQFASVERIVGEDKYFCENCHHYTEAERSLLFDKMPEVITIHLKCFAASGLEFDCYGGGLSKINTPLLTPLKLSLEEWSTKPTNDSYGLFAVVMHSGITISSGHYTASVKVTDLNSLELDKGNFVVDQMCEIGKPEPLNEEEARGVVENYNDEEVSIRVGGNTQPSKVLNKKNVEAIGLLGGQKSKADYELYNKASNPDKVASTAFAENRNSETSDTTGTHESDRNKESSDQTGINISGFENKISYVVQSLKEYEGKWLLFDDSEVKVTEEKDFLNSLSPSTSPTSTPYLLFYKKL
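USP1/UAF1 complex at 1 nM was preincubated with compound for 15 min at room temperature, then Ub-Rho substrate (150nM final) was added. Fluorescence (480/540 nm) was read kinetically, 6 reads every 60 seconds.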
PI4K2A block: inhibitors of human PI4K2A; Q9BTU6; purified PI4K2A, ADP-Glo luminescence, 1 h; active compounds read low; activity change, negative = inhibition, % at 76.9 µM; hit rate 0.13% among 420,000; AID 1346378; in the data active means activity change below about -50%; inconclusive means mostly about -30% to -49%;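 further: -100% = wells without enzyme as full effect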
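ADP-Glo luminescence measured ADP generated by PI4K2A enzyme (4 ug/mL before mixing) with 1.2 mM PI substrate (pre-mix) and 300 microM ATP (pre-mix). Tris pH7.5 buffer with MgCl2, Triton X-100; 1 h reaction at ambient temperature.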
Glioma ERSR ind: ER stress response induction in glioma | Potency, µM, inactives show top-dose activation, actives largely listed as activators | hit rate 0.02% among 420,000 | U87-MG GRP78 promoter luciferase reporter, 16 h; further: potency means the concentration at half of the fitted maximal effect; series mostly up to about 76 µM; % of control where 0% means no effect; nearly all actives have a fitted effect of over 35% in size
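ERSR induction read as luciferase luminescence (Bright-Glo, 10 min at room temperature) in stably transfected human U87-MG glioma cells exposed to compounds for 16 h, using GRP78 as sensor.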
The depositor's hits bear a star; ? = inconclusive; nt = not tested or not shown; & = joins results of further samples; [ ] = remark or other dose. Unless noted, the call rests on the fitted dose curve; in most records, active means well fitted curve in the direction sought with a large enough effect; inconclusive means small, poorly fitted or top-dose-only effect, or another doubt; inactive means no such curve, though single readings can be large; an effect the other way counts as inactive or inconclusive. An excerpt; count on the stated rates, not on these rows.

SMILES	RXFP1 ag	Vif-A3F inh	mIDH1 inhibitor	TrxR1 substrate	LDHA inh	Vif-APOBEC3G blk	USP1-UAF1 inh	PI4K2A block	Glioma ERSR ind
CC(NC(=S)Nc1cccc(C(F)(F)F)c1)C(C)(C)C (configuration not stated)	0.4%	32µM*	-15%	-17%	1	1%	-8%	11	-2%
COCCCNC(=O)C1CCCN(C(=O)Nc2ccc(OC)cc2)C1 (configuration not stated)	0.7%	-17%	0%	-7%	-7	2%	-14%	0	3%
Cc1ccc(-c2csc(NC(CO)c3nc4ccccc4n3CCOCCO)n2)cc1 (configuration not stated)	nt	-1%	-21%	-2%	-3	4%	-11%	2	0%
CNC(=O)c1ccc2c(c1)N(Cc1ccccc1Cl)C(=O)c1ccccc1S2	0.9%	-2%	-6%	-3%[57.1 µM]	-4	-2%	-25%	-2	-3%
CCc1nnc(NC(=O)CCn2cnc3ccccc3c2=O)s1	?	1%	8%	-3%	-10	0%	-9%	-6	-5%
OCC1OC(n2nnc3ccccc32)C(O)C(O)C1O (configuration not stated)	0.3%	nt	-6%	0%	1	0%	-20%	-3	-4%
CCn1c(C(=O)Nc2cc(C)cc(C)c2)cc2sc(Cl)cc21	1.4%	-7%	12%	2%	-3	2%	-1%	2	-4%
CC(=O)N(CCN(C(C)=O)c1ccccc1)c1ccccc1	-1.6%	1%	3%	11%	0	1%	-5%	1	-4%
COc1ccc(NC(=O)Nc2ccc3c(c2)CC(=O)N([C@H](C)CO)C[C@H](C)[C@H](CN(C)Cc2ccc(C(=O)O)cc2)O3)cc1	nt	0%	0%	-5%	4	1%	-14%	-3	5%
CCOC(=O)[C@@H]1[C@H]2COc3ccc(Br)cc3[C@H]2N2C(=O)N(c3ccc(F)cc3)C(=O)[C@@]12C	3.0%	-3%	12%	0%	-2	3%	-11%	2	-4%
COc1cccc2c(SCC(=O)N/N=C/c3ccccc3)cc(C)nc12	1.6%	-10%	4%	-1%	11	?	-18%	-5	-10%
CN1CCN(S(=O)(=O)c2ccc(N(C)Cc3ccc(C(F)(F)F)cc3)c([N+](=O)[O-])c2)CC1	0.1%	1%	3%	-8%	0	4%	-15%	1	-2%
O=C(NCc1cccc(C(F)(F)F)c1)N1CCN(S(=O)(=O)c2ccccc2F)CC1	2.0%	12%	0%	0%[57.1 µM]	3	5%	-11%	1	-6%
Cc1ccc(CNC(=O)c2ccc(CS(=O)Cc3ccccc3Cl)o2)cc1 (configuration not stated)	2.2%	-2%	1%	7%	0	-1%	-7%	-3	-4%
COc1cccc(NC(=O)Nc2nnc(Cc3ccccc3F)s2)c1	0.0%	-7%	2%	3%	-16	-13%	-6%	-1	-1%
CC(C)OC(=O)CC1C(=O)NCCN1C(=S)NC(=O)c1ccc(F)cc1 (configuration not stated)	2.8%	0%	7%	11%	5	-7%	-22%	0	2%
O=C(NC1CCN(c2ncccn2)CC1)c1ccccc1F	0.2%	0%	4%	5%	-2	1%	-3%	1	-4%
CCC(=O)c1cn(CC(=O)NCc2ccco2)c2ccccc12	1.0%	1%	-4%	1%[57.1 µM]	2	0%	5%	0	-4%
CCN(CC(=O)Nc1c(F)cccc1F)C(=O)c1ccc(N2CCCC2=O)cc1	0.0%	-14%	4%	5%	-8	-1%	-17%	-2	-5%
O=C(OCCN1CCCCC1)c1ccccc1Cl	0.5%	-6%	0%	-5%[57.1 µM]	2	2%	3%	4	0%
CC(/C=N/NC(=O)c1ccccc1C)=C\c1ccccc1	nt	-29%	7%	-6%	-1	-10%	-18%	-1	7%
CC(=O)c1ccc(NC(=S)N2CCN(CCN3C(=O)c4cccc5cccc(c45)C3=O)CC2)cc1	2.7%	-1%	-7%	-15%	-10	0%	-5%	6	-1%
COc1ccc(C(=O)N2CCC(C(=O)O)CC2)cc1	1.8%	0%	12%	10%[57.1 µM]	-14&2	0%	-6%	-3	-3%
Cc1ccc2cn[nH]c2c1N	-2.9%	-12%	7%	-3%	14	-9%	-8%	-6	-1%
CCc1ccc(C(=O)CCC2CCCCC2=O)cc1 (configuration not stated)	0.4%	0%	2%	8%[57.1 µM]	0	-4%	-7%	5	-1%
CCN(CC)C(=O)C1=C(C)N(CCCN2CCCC2=O)C(=O)C(CC(=O)NC2CC2)C1 (configuration not stated)	nt	-5%	10%	nt	-2	1%	-16%	3	-3%
CC(NC(=O)COC(=O)CC(c1ccccc1)c1ccccc1)c1ccccc1 (configuration not stated)	1.1%	-6%	6%	4%	-14	-6%	-22%	-2	-2%
CC(C)c1ccc(NC(=O)CNC(=O)Cn2cnc3ccccc3c2=O)cc1	1.4%	2%	-7%	7%	0	-4%	1%	1	6%
CC1=NS(=O)(=O)c2cc(Cl)ccc2N1	1.1%	-6%	3%	-3%[57.1 µM]	-7	-3%	-22%	-6&2&-2	-2%&-2%&-4%&-3%&0%&-2%&-4%
N#CC1=C(N)Oc2n[nH]c(-c3ccc(F)cc3)c2C1c1cccnc1 (configuration not stated)	-0.2%	0%	-5%	6%[57.1 µM]	-1	3%	-5%	-3	-1%
O=C(Nc1cccc(C(=O)NC2CC2)c1)c1ccccc1	nt	-1%	8%[38.3 µM]	8%[2.29 µM]	-7	-2%	-3%	2	-1%
Cc1ccc(-c2nc3nc(C)cc(C)n3c2Nc2ccc3c(c2)OCCO3)cc1	1.7%	12%	-18%	-1%	-2	-3%	-24%	-9	-2%
COc1ccc(CCNC(=O)c2cn(C)c3ccc(S(=O)(=O)N4CCOCC4)cc3c2=O)cc1OC	3.4%&3.5%	2%&3%	0%&6%	-9%&-4%	2&2	-7%&-5%	-9%&-7%	-4&0	1%&-1%
CCOC(=O)C1C(C(C)=O)=C(c2ccccc2)c2ccccc2N1S(=O)(=O)C(F)(F)F (configuration not stated)	nt	-9%	12%	6%	3	1%	?	-5	-1%&-2%
CCCCN(C)C(=O)Cn1cnc2sc(C)c(S(=O)(=O)N3CCN(c4ccccc4OC)CC3)c2c1=O	-4.3%&0.5%	11%&3%	-7%&11%	-3%&-5%	-1&-2	-3%&1%	-14%&-6%	2&7	-1%&-3%
Cc1c(-c2ccnc3cc(C(=O)O)nn23)cnn1C	13%	-16%	0%	77%[activator][57.1 µM]	3	0%	-25%	0	-4%
Cc1ccc(NC(=O)CC2Sc3ccc(C(F)(F)F)cc3NC2=O)cc1 (configuration not stated)	6.5%	-8%	19%	-9%[57.1 µM]	-5	-1%	-7%	3	-2%
Cc1ccc(-n2c(C)nnc2SCC(=O)N2CCc3ccccc3C2)cc1	3.0%	-2%	5%	-17%[57.1 µM]	-1	1%	-15%	-3	?
CCCOC(=O)CSc1nnc(-c2ccccc2)o1	-0.2%	-1%	-7%	5%[57.1 µM]	-4	3%	-8%	1	-3%
COc1ccc(CNCCC2(Cc3ccccc3)CC(C)N(C)CC2C)cc1OC (configuration not stated)	0.8%	2%	3%	9%	-8	1%	?	1	-3%
O=C(Nc1ccc(O)c(C(=O)O)c1)Oc1ccccc1	5.8%	-1%	18%	83%[activator][57.1 µM]	-1	0%	-18%	-1	-2%
CCCCOC(=O)c1cc(=O)[nH]c2ccc(C)cc12	-2.9%	11%	-7%	5%	0	-9%	-10%	5	-3%
CCc1nnc(NC(=O)C2CCCCN2S(=O)(=O)c2ccccc2)s1 (configuration not stated)	1.3%	0%	1%	8%[57.1 µM]	-4	2%	-8%	3	-3%
O=C(c1cccs1)N1C[C@H](n2cc(C3CC3)nn2)[C@@H](O)C[C@@H]1c1ccccc1	nt	-15%	0%	nt	-3	-3%	-5%	-5	2%
O=c1c2cc([N+](=O)[O-])cc([N+](=O)[O-])c2[nH]n1-c1ccccc1	-7.3%	-5%	24%	-15%	18	1%	-21%	?	-2%
CCN(CC(=O)NCc1cccs1)S(=O)(=O)c1cccc(C(C)=O)c1	1.5%	-7%	5%	-2%[57.1 µM]	0	0%	-11%	0	-4%
CCN1CCc2c(C#N)c(NCc3ccccc3)nc(N(CC)CC)c2C1	1.3%	-8%	11%	-2%	-2	-13%	-10%	4	-9%
COc1cccc(OC)c1C(=O)Nc1cccc(S(=O)(=O)Nc2ccccc2Cl)c1	nt	6%	-1%	5%	-8	5%	-10%	4	-6%
CCOC(=O)[C@H]1[C@H]2COc3ccc(C)cc3[C@@H]2N2C(=O)c3cc(F)ccc3NC(=O)[C@@]12C	-0.4%	-6%	-7%	2%	-2	0%	-24%	4	-2%
Cc1ccc([N+](=O)[O-])c(OCC(O)CNC(C)(C)C)c1 (configuration not stated)	-1.4%	3%	-1%	-5%	-10	0%	-5%	-3	1%
